RXFP1 antag: qHTS Assay for Antagonists of the Relaxin Receptor RXFP1 | Relaxin receptor 1 (Homo sapiens), Q9HBX9 | HEK293-RXFP1, relaxin-stimulated cAMP HTRF, 30 min; stronger effect = lower value | activity change, negative = inhibition, % at 57.5 µM | 350,000 compounds, 0.59% hits;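 active = activity change of -60% or lower, but not beyond a set lower limit; inconclusive = change between -60% and -40%, or beyond the set limit; inactive = change above -40%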; note: % is set by controls: 0 for no effect and ±100 for the full control effect
D2 antag: HTS Assay for Allosteric Antagonists of the Human D2 Dopamine Receptor: Primary Screen for Antagonists; 340,000 compounds, 2% hits; D(2) dopamine receptor (Homo sapiens), P14416; HEK293 TREx D2 cells, calcium flux, dopamine EC80; inhibition, % at 10 µM; in the data active = inhibition above about 30%; note: 0% is about no effect
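Calcium mobilization kinetics were recorded at 1 s intervals in tetracycline-induced HEK293 T-REx D2 cells, first for 180 s after compound addition and then 180 s after EC80 dopamine.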
D2 PAM: HTS Assay for Positive Allosteric Modulators of the Human D2 Dopamine Receptor: Primary Screen for Potentiators | potentiation, % at 10 µM | D(2) dopamine receptor (Homo sapiens), P14416 | 340,000 compounds, 0.34% hits | HEK293 T-REx D2, calcium flux, EC20 dopamine potentiation;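 active = potentiation over 3 SD above the plate norm, cut at about 30% in these data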; note: 0% is about no effect
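Primary screen. Calcium kinetics in induced HEK293 T-REx D2 cells: compound pre-addition 180 s, EC20 dopamine, 180 s more.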
D1 ag: Allosteric Agonists of the Human D1 Dopamine Receptor: qHTS; D(1A) dopamine receptor (Homo sapiens), P21728; HEK293 T-REx D1 cells, calcium flux, agonist mode; activation, % at 2 µM; 360,000 compounds, 1% hits; AID 504660, 2011; note: 0% is about no effect
Target sequence (P21728 whole entry, looked up): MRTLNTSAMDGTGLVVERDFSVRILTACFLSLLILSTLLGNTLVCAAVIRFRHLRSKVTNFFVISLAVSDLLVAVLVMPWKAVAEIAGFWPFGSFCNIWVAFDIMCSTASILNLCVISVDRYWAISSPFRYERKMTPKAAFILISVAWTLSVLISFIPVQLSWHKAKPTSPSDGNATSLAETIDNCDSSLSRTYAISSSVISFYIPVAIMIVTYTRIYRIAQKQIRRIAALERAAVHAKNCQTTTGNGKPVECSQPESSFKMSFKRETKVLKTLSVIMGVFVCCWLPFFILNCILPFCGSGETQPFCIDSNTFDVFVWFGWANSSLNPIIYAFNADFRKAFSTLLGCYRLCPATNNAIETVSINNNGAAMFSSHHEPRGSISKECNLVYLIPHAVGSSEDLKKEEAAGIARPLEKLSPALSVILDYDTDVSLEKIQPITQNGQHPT
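Agonism was scored from calcium flux recorded over 180 s (1 read/s) after pintool compound addition, following a 10-cycle baseline. Cells were inducible force-coupled HEK293 TREx D1, plated overnight at 30 C and loaded with no-wash calcium dye.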
D1 antagonist: Antagonist of Human D 1 Dopamine Receptor: qHTS; HEK293 TREx D1 cells, calcium flux, dopamine EC80; stronger effect = lower value; activity change, negative = inhibition, % at 10 µM; D(1A) dopamine receptor (Homo sapiens), P21728; 360,000 compounds, 3.2% hits; in the data active = activity change below about -30%; note: % is set by controls: 0 for no effect and ±100 for the full control effect
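Compound effects on dopamine-evoked calcium signalling were measured in tetracycline-induced HEK293 Trex D1 cells. Dopamine at EC80 followed a 180 s compound pre-read, and fluorescence was tracked kinetically for 180 s more.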
D2 agonist: HTS Assay for Allosteric Agonists of the Human D2 Dopamine Receptor: Primary Screen for Agonists; D(2) dopamine receptor (Homo sapiens), P14416; HEK293 T-REx D2 cells, calcium flux agonist mode; activation, % at 2 µM; 340,000 compounds, 0.53% hits; AID 485358, 2010;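 active = activation over 3 SD above normal in the single-dose calcium agonist read, cut at about 30% in these data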; note: 0% is about no effect
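Agonism scored from kinetic calcium signal (1 read/sec, 180 s) following compound pin transfer, after a 10 s baseline. Cells: HEK293 Trex line expressing inducible D2 receptor coupled to calcium, dye-loaded after overnight culture at 30 C.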
TRHR PAM: qHTS for Small Molecule Agonists and Allosteric Enhancers of Human TRH Receptor: Primary Screen for Enhancers; 360,000 compounds, 0.66% hits; TRHR cells, fluo-8 calcium fluorescence, EC20 TRH enhancement; enhancement, % at 2 µM; Thyrotropin-releasing hormone receptor (Homo sapiens), P34981; in the data active = enhancement above about 30%; note: 0% is about no effect
Target sequence (P34981 whole entry, looked up): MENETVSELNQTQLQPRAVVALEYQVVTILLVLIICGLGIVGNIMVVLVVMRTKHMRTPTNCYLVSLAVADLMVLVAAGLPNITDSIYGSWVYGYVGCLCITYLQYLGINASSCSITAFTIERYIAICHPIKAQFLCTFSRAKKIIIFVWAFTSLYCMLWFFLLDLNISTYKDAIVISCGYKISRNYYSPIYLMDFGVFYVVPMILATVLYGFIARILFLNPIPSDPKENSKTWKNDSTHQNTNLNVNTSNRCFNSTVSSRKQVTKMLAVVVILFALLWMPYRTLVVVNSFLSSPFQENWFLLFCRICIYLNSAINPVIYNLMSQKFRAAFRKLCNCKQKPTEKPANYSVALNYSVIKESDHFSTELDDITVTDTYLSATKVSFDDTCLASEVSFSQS
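TRHR-expressing cells loaded with fluo-8 calcium dye were read kinetically (ex 480/em 530) during compound addition, then stimulated with an EC20 of TRH (10 nM final). Enhancement of the Gq-mediated intracellular calcium response was scored.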
TRHR ag: qHTS for Small Molecule Agonists and Allosteric Enhancers of Human TRH Receptor: Primary Screen for Agonists; Thyrotropin-releasing hormone receptor (Homo sapiens), P34981; TRHR cells, calcium flux fluo-8, FDSS agonist mode; activation, % at 2 µM; 360,000 compounds, 0.18% hits; note: 0% is about no effect
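TRHR-expressing cells, plated overnight in medium with 10% serum, were loaded with fluo-8 calcium dye at room temperature. After a 10 s baseline, library compound was pin-added and calcium release was recorded kinetically (ex 480/em 530) as agonist response.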
D1 potentiator: Potentiators of Human D1 Dopamine Receptor: qHTS; potentiation, % at 10 µM; 360,000 compounds, 0.036% hits; HEK293 TREx D1 cells, calcium flux, dopamine EC20 potentiation; in the data active = potentiation above about 30%; note: 0% is about no effect
The depositor's hits bear a star; ? = inconclusive; . = no result given. Cut-off read from the data, not from the text of the source, unless noted: active = activation above about 30%; inactive = the rest.

Preview (2 entries):
1) O=C(O)CCc1ccc(-c2ccc(F)cc2)n1NC(=O)c1ccco1
2) CCCNC(=O)CN(C)S(=O)(=O)c1c(C)cc(C)cc1C

compound no. | 1 | 2
RXFP1 antag | 3 | -3
D2 antag | 1 | 1
D2 PAM | -5 | -1
D1 ag | 1 | 2
D1 antagonist | -88* | -6
D2 agonist | -0.1 | 0.4
TRHR PAM | 5 | 1
TRHR ag | 0.9 | 0.2
D1 potentiator | -4 | 0

All compounds of this part, from the start:
1) O=C(O)CCc1ccc(-c2ccc(F)cc2)n1NC(=O)c1ccco1
2) CCCNC(=O)CN(C)S(=O)(=O)c1c(C)cc(C)cc1C
3) COc1ccc([N+](=O)[O-])cc1N1C(=O)c2cccnc2C1=O
4) COc1ccc(OC)c(/C=C2\SC(=S)N(C(C(=O)O)c3ccccc3)C2=O)c1 (stereo not drawn)
5) Cc1cc2c(SCC(=O)NC3CCCC3)ncnc2s1

compound no. | 1 | 2 | 3 | 4 | 5
RXFP1 antag | 3 | -3 | 1 | 0 | -5
D2 antag | 1 | 1 | -13 | -3 | .
D2 PAM | -5 | -1 | -6 | 9 | -3
D1 ag | 1 | 2 | 5 | 35* | 2
D1 antagonist | -88* | -6 | -2 | -2 | -7
D2 agonist | -0.1 | 0.4 | 1.0 | -2.0 | .
TRHR PAM | 5 | 1 | 7 | 4 | 4
TRHR ag | 0.9 | 0.2 | 1.0 | -0.8 | 0.3
D1 potentiator | -4 | 0 | 9 | -2 | -2

Looked up above.
`COc1ccc([N+](=O)[O-])cc1N1C(=O)c2cccnc2C1=O` – D1 ag: 5
`CCCNC(=O)CN(C)S(=O)(=O)c1c(C)cc(C)cc1C` – D1 potentiator: 0
`O=C(O)CCc1ccc(-c2ccc(F)cc2)n1NC(=O)c1ccco1` – TRHR ag: 0.9

The list goes on.
6) Cn1ccnc1C(=O)c1ccc(Cl)c(S(=O)(=O)N2CCOCC2)c1
7) COc1c(C)cccc1C(=O)NCc1ccc2c(c1)OCO2
8) Cn1c(=O)c2c(ncn2CCOc2ccc(Br)cc2)n(C)c1=O
9) COc1cc(/C=N/NC(=S)Nc2cccnc2)cc(OC)c1O
10) COCCNC(=O)C(c1ccc(C)cc1)N(C(=O)CCC(=O)Nc1ccccn1)c1ccc(C)cc1 (stereo not drawn)

compound no. | 6 | 7 | 8 | 9 | 10
RXFP1 antag | -2 | -4 | 5 | -3 | 8
D2 antag | -4 | . | 4 | -3 | 9
D2 PAM | 5 | 0 | 5 | -3 | .
D1 ag | 7 | 6 | 8 | 2 | 1
D1 antagonist | -23 | 0 | -5 | 0 | -1
D2 agonist | 0.8 | . | 2.3 | -0.3 | 0.0
TRHR PAM | -4 | -3 | 4 | 13 | 6
TRHR ag | 0.1 | 0.2 | 0.4 | 0.3 | 0.4
D1 potentiator | 17 | -7 | 3 | -6 | 8

An excerpt from above, showing only D2 PAM, D1 ag and D2 agonist:
no.	Structure	D2 PAM	D1 ag	D2 agonist
8	Cn1c(=O)c2c(ncn2CCOc2ccc(Br)cc2)n(C)c1=O	5	8	2.3
7	COc1c(C)cccc1C(=O)NCc1ccc2c(c1)OCO2	0	6	.
10	COCCNC(=O)C(c1ccc(C)cc1)N(C(=O)CCC(=O)Nc1ccccn1)c1ccc(C)cc1 (stereo not drawn)	.	1	0.0
5	Cc1cc2c(SCC(=O)NC3CCCC3)ncnc2s1	-3	2	.
6	Cn1ccnc1C(=O)c1ccc(Cl)c(S(=O)(=O)N2CCOCC2)c1	5	7	0.8
2	CCCNC(=O)CN(C)S(=O)(=O)c1c(C)cc(C)cc1C	-1	2	0.4

Continuation:
| nr | molecule | RXFP1 antag | D2 antag | D2 PAM | D1 ag | D1 antagonist | D2 agonist | TRHR PAM | TRHR ag | D1 potentiator |
| --- | --- | --- | --- | --- | --- | --- | --- | --- | --- | --- |
| 11 | Cc1ccc(NC(=O)CCc2c(C)nc3nc(C)nn3c2C)c(Cl)c1 | . | . | 12 | 0 | -7 | -0.4 | 3 | -0.4 | 2 |
| 12 | Cc1ccc2nc(CN3CCN(S(=O)(=O)c4ccc(F)cc4)CC3)oc2c1 | 5 | . | 0 | -1 | 1 | -2.0 | 2 | -0.4 | 5 |
| 13 | COc1ccc(C2CCCN2C(=S)Nc2c(C)cccc2C)cc1OC (stereo not drawn) | -24 | 4 | -7 | 1 | 2 | 0.1 | 0 | -0.4 | 0 |
| 14 | CCOc1ccc(-n2cc(C(=O)N3CCN(C)CC3)c3cc(OC)c(OC)cc3c2=O)cc1 | 4 | -8 | 3 | -3 | 5 | -0.1 | 4 | 1.1 | -8 |
| 15 | O=C(/C=C/c1ccc(OC(F)F)cc1)Nc1cccc(S(=O)(=O)NC2=NCCCCC2)c1 | ? | -2 | 3 | 9 | -4 | 1.1 | -5 | 1.0 | -11 |
| 16 | O=C(CCCC(=O)Nc1ccc(Br)cc1)N/N=C/c1ccccc1 | -29 | -16 | -4 | 1 | 10 | -0.2 | 7 | -1.2 | -6 |
| 17 | CC(Oc1ccc(Cl)cc1Cl)C(=O)N(Cc1ccco1)C1CCS(=O)(=O)C1 (stereo not drawn) | -5 | -5 | 6 | 2 | 9 | 1.1 | -2 | 0.6 | 2 |
| 18 | COc1cc(-c2nc(S(=O)(=O)c3ccc(C)cc3)c(N(C)C)o2)cc(OC)c1OC | 4 | -11 | 13 | 5 | -11 | 0.1 | 1 | 0.4 | 0 |
| 19 | Cc1ccc(C(=O)c2oc3ccccc3c2NC(=O)COc2ccc(C(C)(C)C)cc2)cc1 | 5 | . | -3 | 2 | 1 | -0.5 | 3 | -0.5 | -2 |
| 20 | COc1cc(C(=O)NCCSc2c(C)[nH]c3ccccc23)cc(OC)c1OC | -21 | . | -6 | 2 | -4 | -0.9 | 2 | -0.4 | 1 |
| 21 | CCCCOc1ccc(/C=C/C(=O)OCC(=O)NC2CCS(=O)(=O)C2)cc1OCC (stereo not drawn) | -16 | -5 | 0 | 2 | 31 | -1.3 | -2 | -0.3 | -2 |
| 22 | COc1ccc(C)cc1N(C(=O)COc1cccc(F)c1)c1nc2ccccc2s1 | -16 | -7 | 6 | 4 | -4 | 1.2 | 2 | 1.2 | -4 |
| 23 | O=C(c1ccccc1F)N1CCN(S(=O)(=O)c2ccc(S(=O)(=O)N3CCCCCC3)cc2)CC1 | -3 | -2 | -9 | 2 | -11 | 0.2 | -13 | -0.5 | 0 |
| 24 | COc1cc(NC(=O)C2CCCN(S(=O)(=O)c3cn(C)cn3)C2)cc(OC)c1 (stereo not drawn) | -4 | . | 0 | -2 | 3 | . | 0 | 0.6 | 0 |
| 25 | O=C1Nc2ccc(Br)cc2C1(O)Cc1ccccn1 (stereo not drawn) | -14 | -19 | 1 | -2 | -6 | -0.6 | 3 | 0.2 | -11 |
| 26 | CCc1ccc(Sc2cc(C(=O)NCCCN3CCCC(C)C3)c3ccccc3n2)cc1 (stereo not drawn) | . | . | -15 | 36* | -22 | 0.3 | 2 | 0.7 | 0 |
| 27 | COc1ccc(NC(=O)C(=O)NCCc2csc3nc(-c4ccccc4F)nn23)cc1OC | -2 | . | 1 | 12 | 4 | -0.1 | 1 | -0.3 | 0 |
| 28 | CC1=C/C(=N\Nc2ccccc2[N+](=O)[O-])CC(C)(C)C1 | -12 | 0 | 15 | 4 | 27 | 1.1 | -2 | 0.3 | 4 |

Screening data from PubChem BioAssay.
